b-catenin transl: modulators of beta-catenin nuclear translocation | HeLa beta-catenin nuclear translocation, immunofluorescence imaging | nuclear translocation activity, % at 5 µM | actives 0.3% (n = 190,000);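 active means nuclear translocation activity above 50% at 5 µM, with a well cell count of 50 or more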;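 further: per-cell ratio of nuclear to cytoplasmic median beta-catenin stain intensity; plate controls were DMSO negative control for no effect and GSK-3 inhibitor IX positive control for full effect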
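Test system: human HeLa cell line; Doses: 5 µM primary, 0.02–20 µM confirmation; Incubation: 24 h compound exposure, 37°C; Detection: beta-catenin immunofluorescence imaging with DAPI; Read-out: beta-catenin nuclear/cytoplasmic ratio, % activation.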
Yfh1-off respiration: mitochondrial function rescue without frataxin homolog – Friedreich's ataxia, plus single-dose screen, dose response (AID 1465) | actives 0.074% (n = 220,000) | fold induction at 50 µM; hits with a dose series show EC50 in µM | S. cerevisiae Yfh1-off respiration, WST-1 reduction, 72 h; higher fold induction means a stronger effect;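 active means fold induction of absorbance versus untreated yeast above a set limit, then at least 30% activation at any dose in follow-up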;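 further: activators that raise dye reduction in frataxin-depleted yeast; strong numbers were not always called active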
NOD1 inhibition: NOD1 signaling inhibitors, primary screen, cell-based, luminescence, uHTS (AID 1578); NOD1-driven NF-kB luciferase reporter cells, luminescence; higher % means a stronger effect; inhibition, % at 4 µM; hits with a dose series show EC50 in µM; actives 1% (n = 290,000); in the data active means inhibition mostly above about 36%, no sharp cut-off; inactive means mostly below about 34%;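 further: HEK-293T reporter cells stimulated with the NOD1 agonist gamma-tri-DAP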
P. falciparum M17LAP: P. falciparum M17LAP inhibitors, primary screen, biochemical, fluorogenic H-Leu-NHMec substrate, 1536-well (AID 1619) | recombinant M17LAP, H-Leu-NHMec fluorogenic kinetic assay; higher % means a stronger effect | one-dose inhibition, % at 30 µM; IC50 in µM for titrated hits | actives 0.38% (n = 220,000);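 active means compound inhibiting the enzyme by more than half at any dose during confirmatory dose-response retesting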;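 further: plate controls were full reaction with DMSO carrier for no effect and no enzyme background for full effect; strong numbers were not always called active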
Insulin prom up: MIN6 insulin promoter up-regulation | MIN6 insulin promoter-GFP reporter, high-content imaging; active compounds read high | z-score at 5 µM | actives 0.3% (n = 190,000) | AID 1625;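 active means z-score above 3 at 5 µM with at least 500 cells counted in the well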
Autophagy HCS: alters autophagy in cells. MEF GFP-LC3 puncta imaging; test concentration mostly 10 µM. calls only at 10 µM (by protocol). actives 0.98% (n = 190,000). AID 463193;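 active means percentage of spot-positive cells more than 3 SD above its plate mean, without a fluorescence outlier flag or 80% toxicity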;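 further: spot-positive cell cutoff set from DMSO-treated cells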
MT stabilizer: stabilizes microtubules in HeLa cells; HeLa tubulin immunostaining HCS, 24 h; share of cells brighter than vehicle mean+2SD; % tubulin-high responders, % at 10 µM; actives 0.83% (n = 200,000); AID 2205;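 active means plate Z-score above 3 for both tubulin-high and condensed-nucleus cell shares, with cell loss under 80%, at 10 µM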;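 further: anti alpha tubulin signal scored within the nucleus-defined area of each cell; some results filed as inactive read as strong as hits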
NOD2 inhibition: inhibition of NOD2-driven NF-kB reporter – cell-based, luminescence, uHTS, HEK293 (AID 1566). HEK293 NOD2/NF-kB luciferase reporter, luminescence; higher % means a stronger effect. inhibition, % at 4 µM; hits with a dose series show EC50 in µM. actives 0.63% (n = 290,000); in the data active means inhibition above about 50%; further: many of its hits are not listed in these tables
Dynein transport: dynein cargo transport inhibition | z-score, hits read low | AID 1381 | 3617.4 mouse cells, GR-EGFP nuclear translocation imaging; test concentration mostly 20 µM; stimulated with dexamethasone, 1 µM; active compounds read low | actives 0.47% (n = 220,000);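 active means plate z-score of nuclear minus cytoplasmic receptor signal below a set negative limit, without overly bright fluorescence or cell loss, cut at about -3.5 in these data, passing the limit was not always enough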;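 further: z-score of nuclear minus cytoplasmic ring GR-EGFP intensity difference per well; some compounds called inactive have numbers as strong as hits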
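Buffer or medium: tet-free medium with charcoal-stripped serum / Also added: dexamethasone agonist, 1.0 µM final, for 30 min / Timing: induction 48 h, compound 1 h, agonist 30 min / Measured by: high-content fluorescence imaging after fixation / Read-out: nuclear-to-cytoplasmic GR-EGFP distribution per well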
Dynein transport cytoplasmic EGFP: further read-out of Dynein transport, marked with its call; z-score; measured here: cytoplasmic GR-EGFP intensity; active compounds read high
Dynein transport nuclear GR-EGFP: recorded beside Dynein transport, whose call it bears; z-score; measured here: nuclear GR-EGFP intensity;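 lower value marks the stronger effect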
Dynein transport cell count: recorded beside Dynein transport, whose call it bears; z-score; measured here: cell count per field
Insulin prom up cell count: further read-out of Insulin prom up, marked with its call; cell count; measured here: cytotoxicity, nuclei count;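 total cells summed across four imaged fields per well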
b-catenin transl cell count 5 µM: further read-out of b-catenin transl, marked with its call; cell count; measured here: cell count, cytotoxicity flag
MT stabilizer Hoechst-high %: further read-out of MT stabilizer, marked with its call; % Hoechst-high responders; measured here: nuclear condensation Hoechst responders;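 share of cells brighter than vehicle mean plus two SD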
MT stabilizer cytotoxicity %: recorded beside MT stabilizer, whose call it bears; toxicity, %; measured here: cytotoxicity by cell density;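 0% = mean cell density of plate MIN control wells and 100% = no cells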
Autophagy HCS cell loss 18 h: second read-out of Autophagy HCS, no call of its own (marks repeat the call); toxicity, %; measured here: cell loss, nuclei count;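 cell loss after 18 h compound exposure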
An asterisk follows results filed as active; i = inactive; / = not tested or not shown. Only part of the results is shown. The share of hits here may be higher or lower than overall.

SMILES | b-catenin transl | b-catenin transl cell count 5 µM | Yfh1-off respiration | NOD1 inhibition | P. falciparum M17LAP | Insulin prom up | Insulin prom up cell count | Autophagy HCS | Autophagy HCS cell loss 18 h | MT stabilizer | MT stabilizer Hoechst-high % | MT stabilizer cytotoxicity % | NOD2 inhibition | Dynein transport | Dynein transport cytoplasmic EGFP | Dynein transport nuclear GR-EGFP | Dynein transport cell count
CCOC(=S)N/C(=N\S(C)(=O)=O)c1ccccc1 | 1.5 | 1291 | i | -2.6% | 0.7% | / | / | / | / | / | / | / | 12.4% | 0.114 | -0.216 | -0.0717 | -0.104
CCSc1nnc(NC(=O)c2ccccc2C)s1 | 0.0 | 1036 | i | -52.5% | 3.3% | 1.07 | 1269 | i | 3.6 | 1.2 | 2.1 | 8.7 | -75.2% | -0.595 | -0.299 | -0.215 | 0.564
O=C(CN1CCN(Cc2ccc(F)cc2Cl)C1=O)NCCc1ccc(Cl)cc1 | -0.4 | 1216 | i | -5.2% | 17.8% | -0.04 | 1081 | i | -5.6 | 1.7 | 1.0 | 6.3 | 11.2% | 0.181 | -0.0166 | 0.762 | 0.741
Cc1ccc2cc(C3CC(c4ccco4)=NN3C(=O)CCCC(=O)O)c(Cl)nc2c1 (stereo not given) | -0.9 | 1268 | i | -2.9% | 2.9% | -0.12 | 1388 | / | / | / | / | / | 10.7% | 0.907 | -0.0309 | 0.427 | 0.165
O=C(Nc1ccccc1)Nc1nnc(/C=C/c2ccccc2Cl)s1 | 0.7 | 988 | i | -16.5% | -0.5% | -0.85 | 1395 | i | -2.5 | 8.5 | 3.0 | 12.7 | 20.9% | -0.48 | -0.203 | -0.185 | -0.284
Cc1cc(NC(=O)c2ccc(NC(=O)c3cccs3)cc2)no1 | -1.8 | 1232 | i | 1.5% | -13.9% | -0.4 | 978 | i | 15.1 | 5.6 | 1.0 | 6.6 | 9.6% | 0.065 | -0.213 | 0.541 | -0.0127
COc1cccc(NC(=S)Nc2cccnc2)c1 | / | / | i | -32.9% | -13.9% | -0.14 | 1272 | i | -1.6 | 1.2 | 2.6 | 5.7 | -31.8% | -0.151 | -0.298 | -0.333 | 0.0369
CCOc1ccc(CNc2ccc(S(N)(=O)=O)cc2)cc1 | -4.4 | 1133 | i | -13.4% | 2.0% | -0.19 | 1529 | i | 14.3 | 2.4 | 1.4 | 9.9 | 5.8% | 1.45 | -0.244 | 0.995 | -0.873
CCOCCCNC(=O)CCCOc1ccccc1 | / | / | i | -16.6% | -1.8% | -0.18 | 1312 | i | -15.9 | 2.6 | 1.5 | 3.9 | -0.7% | -0.392 | -0.219 | -0.174 | 0.215
NS(=O)(=O)c1ccc(CNC(=O)c2ccc(S(=O)(=O)C(F)F)cc2)cc1 | 0.2 | 1360 | i | -3.8% | 8.8% | -0.16 | 980 | / | / | / | / | / | 13.4% | -0.701 | -0.815 | -0.588 | 0.491
COCCNC(=O)C(=O)N/N=C/c1ccccc1C(F)(F)F | -2.2 | 1253 | i | -32.7% | 6.4% | 0.16 | 1103 | i | -7.5 | 3.4 | 1.8 | 4.1 | 1.3% | -0.582 | -0.248 | -0.499 | 1.38
COc1cc(NC(=S)NC(=O)c2ccccc2C)ccc1NC(=O)c1cccs1 | -2.3 | 1101 | i | -30.8% | 17.3% | / | / | i | -3.0 | 1.6 | 1.9 | 10.0 | 30.6% | 0.0739 | -0.233 | -0.366 | 0.135
NS(=O)(=O)c1ccc(CNC(=O)Cc2ccccc2F)cc1 | -4.5 | 1181 | i | -17.6% | -3.4% | -0.36 | 1103 | i | 21.1 | 3.9 | 2.4 | 4.8 | -16.8% | 0.705 | -0.34 | 0.592 | -0.0885
COc1cc(C(=O)OCCC(C)C)cc(OC)c1O | 0.1 | 1143 | i | 4.7% | 0.4% | -0.63 | 1356 | / | / | / | / | / | 5.7% | -0.426 | -0.234 | -0.37 | 1.04
CCOC(=O)c1c(-c2ccc(C)o2)csc1NC(=O)COC(=O)c1cccs1 | -0.1 | 1108 | i | -35.4% | 3.8% | / | / | i | -1.6 | 3.1 | 1.6 | 2.4 | 7.2% | -0.934 | -0.16 | -1.08 | 1.08
O=C(Oc1ccc(Br)cc1)c1cncc(Br)c1 | / | / | i | -7.0% | -1.3% | -0.73 | 1056 | i | -6.1 | 2.0 | 0.9 | 19.8 | 7.5% | -0.004 | -0.03 | -0.143 | 0.292
O=C(CSc1ncc(-c2ccc(F)cc2)[nH]1)N1CCCCC1 | 0.6 | 1011 | i | -40.7% | 7.8% | -0.49 | 1871 | i | -0.3 | 3.3 | 1.8 | 2.9 | -35.6% | -0.686 | -0.18 | -0.974 | 0.35
O=C(CNC(=O)c1cccs1)NCC(=O)OCc1cccc(Cl)c1 | -1.0 | 1355 | i | 7.1% | -8.3% | -0.17 | 1539 | i | -15.3 | 3.0 | 1.7 | 6.7 | 7.1% | 1.24 | -0.233 | 1.25 | -0.711
COc1ccc(C(=O)NC=C2C(=O)OC(C)(C)OC2=O)cc1 | -1.1 | 1017 | i | -24.9% | 0.6% | 0.19 | 1671 | i | -3.4 | 1.4 | 2.1 | 6.9 | -0.7% | -0.248 | -0.298 | -0.109 | -0.138
N#Cc1c(N)nc(N)nc1Nc1ccc(Br)cc1 | -1.6 | 1102 | i | -9.3% | 1.0% | -1.15 | 1422 | / | / | / | / | / | -108.8% | -1.38 | 0.103 | -0.602 | 0.811
CC1CCN(C(=O)C2CCN(S(=O)(=O)c3cc(Cl)ccc3Cl)CC2)CC1 | -1.2 | 1304 | i | -3.0% | -5.8% | 0.28 | 962 | / | / | / | / | / | 12.9% | -0.409 | -0.271 | 0.283 | -0.239
O=C1CC(N2CCN(c3cccc(C(F)(F)F)c3)CC2)C(=O)N1c1ccc(F)cc1 (stereo not given) | / | / | i | -2.0% | 7.3% | / | / | i | 0.8 | 1.9 | 2.3 | 7.0 | -1.9% | -0.295 | -0.0915 | -0.185 | 0.465
COc1cccc(OC)c1C(=O)Nc1ccc(CN2CCOCC2)cc1 | / | / | i | -23.2% | 9.2% | 1.34 | 1323 | i | -4.6 | 3.7 | 2.4 | 4.0 | -22.2% | 0.0606 | -0.26 | 0.359 | 1.31
COc1ccc(S(=O)(=O)N2CCCC2)cc1C(=O)N1CCOCC1 | 1.6 | 1085 | i | -25.3% | -1.3% | 0.01 | 1369 | i | 19.0 | 3.3 | 1.1 | 6.6 | 15.9% | 2.04 | 0.299 | 1.53 | -1.47
Cc1c(Cl)cccc1NC(=S)N(CCCN1CCOCC1)Cc1ccco1 | -1.8 | 1086 | i | -12.7% | -0.7% | -0.62 | 1215 | i | 3.4 | 3.2 | 1.2 | 8.3 | 12.2% | -0.427 | -0.35 | -0.401 | 0.455
COc1ccc(S(=O)(=O)Nc2ccccc2SC)cc1C | -2.1 | 1049 | i | 7.7% | 9.3% | 0.27 | 1490 | i | -8.6 | 2.8 | 2.5 | 5.0 | 2.8% | -0.588 | 0.0465 | -0.185 | -0.108
CCSC1=NN2CCS(=O)(=O)N=C2S1 | 2.3 | 933 | i | 44.5%* | 2.5% | 1.65 | 1203 | i | 7.8 | 5.6 | 1.6 | 8.4 | -4.7% | 0.0327 | -0.277 | 0.724 | -0.9
O=C(CN(C(=O)Cn1nnc(-c2ccc(F)cc2)n1)c1ccc(F)c(Cl)c1)NCC1CCCO1 (stereo not given) | -0.2 | 1526 | i | -22.1% | -8.8% | / | / | i | 5.4 | 2.0 | 1.5 | 6.8 | 7.2% | -0.0953 | -0.298 | 0.405 | 0.119
COc1cccc(C2(O)CC(C(F)(F)F)=NN2C(=O)c2ccccn2)c1 (stereo not given) | 0.5 | 976 | i | -53.2% | / | -0.17 | 1403 | i | -5.4 | 1.5 | 1.6 | 1.3 | -43.6% | 0.0191 | -0.03 | 0.292 | 0.374
N#C/C(=C\c1ccccc1)C(=O)N(c1ccccn1)C1CCCCC1 | -2.1 | 1012 | i | 10.0% | 0.6% | -0.09 | 1368 | i | 8.4 | 2.3 | 2.1 | 3.8 | 13.2% | -3.93* | 0.0436* | -1.5* | -0.298*
O=c1c2c(nc3cc(-c4ccc(F)cc4)[nH]n13)CCCC2 | 2.2 | 749 | i | -40.5% | -16.1% | 0.56 | 1054 | i | -8.0 | 3.0 | 2.1 | 6.0 | -91.4% | 0.25 | -0.284 | 0.506 | -1.08
CCOC(=O)C1CCN(C(=O)c2ccc(Oc3cc(Cl)cc(Cl)c3)o2)CC1 | -0.5 | 1273 | i | 7.4% | -5.2% | 0.3 | 1022 | / | / | / | / | / | 10.5% | -1.18 | -0.258 | -0.285 | 0.973
CN1CCN(C(=O)CCNC(=O)Cn2ccc3ccccc3c2=O)CC1 | / | / | i | -9.5% | 8.4% | 0.51 | 872 | i | -14.0 | 1.7 | 1.5 | 7.3 | 7.8% | -0.535 | -0.0715 | -0.0687 | 0.383
COc1ccccc1Cn1c(=O)[nH]c2cccnc21 | / | / | i | -4.3% | -7.8% | -0.26 | 861 | i | 2.3 | 2.9 | 2.1 | 5.8 | 8.6% | -0.194 | -0.154 | 0.144 | 0.121
CNC(=O)Cc1csc2ccc(Cl)cc12 | 1.4 | 1464 | i | -7.2% | 24.9% | -0.1 | 1273 | i | 9.3 | 3.8 | 2.1 | 6.9 | -16.9% | -0.787 | 0.488 | 0.317 | 1.04
